Assay outcomes (PubChem)
P. falciparum M1AAP: malaria alanyl aminopeptidase activity blockers – biochemical, fluorogenic H-Leu-NHMec substrate, 1536-well (AID 1445); recombinant M1AAP, H-Leu-NHMec fluorogenic kinetic assay; higher % means a stronger effect; inhibition, % at 30 µM; hits with a dose series show IC50 in µM; 220,000 tested, 0.42% active;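 active = primary inhibition above the hit cutoff, then over 50% inhibition at one or more dose response concentrations, cut at about 23% in these data, passing the limit was not always enough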;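 also: plate controls were DMSO full reaction for no effect and no enzyme background for full effect; strong numbers were not always called active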
b-catenin transl: beta-catenin nuclear translocation modulation. HeLa beta-catenin nuclear translocation, immunofluorescence imaging. nuclear translocation activity, % at 5 µM. 190,000 tested, 0.3% active;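 active = nuclear translocation activity above 50% at 5 µM, with a well cell count of 50 or more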;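 also: per-cell ratio of nuclear to cytoplasmic median beta-catenin stain intensity; plate controls were DMSO negative control for no effect and GSK-3 inhibitor IX positive control for full effect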
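assay system = human HeLa cells, endogenous beta-catenin | times = compound treatment 24 h, 37°C, 5% CO2 | detection = Anti-beta-catenin immunofluorescence on PFA-fixed, Triton-permeabilized cells, DAPI nuclei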
MT stabilize HCS: stabilizes microtubules in HeLa cells | HeLa tubulin immunostaining HCS, 24 h; share of cells brighter than vehicle mean+2SD | % tubulin-high responders, % at 10 µM | 200,000 tested, 0.83% active | AID 2205;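 active = plate Z-score above 3 for both tubulin-high and condensed-nucleus cell shares, with cell loss under 80%, at 10 µM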;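 also: anti alpha tubulin signal scored within the nucleus-defined area of each cell; some results filed as inactive read as strong as hits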
Yfh1-off respiration: enhancers of respiration in Yfh1-depleted yeast, dose response, Friedreich's ataxia, plus single-dose screen (AID 1465); S. cerevisiae Yfh1-off respiration, WST-1 reduction, 72 h; higher fold induction means a stronger effect; fold induction at 50 µM; hits with a dose series show EC50 in µM; 220,000 tested, 0.074% active;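 active = fold induction of absorbance versus untreated yeast above a set limit, then at least 30% activation at any dose in follow-up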;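 also: activators that raise dye reduction in frataxin-depleted yeast; strong numbers were not always called active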
P. falciparum M17LAP: P. falciparum M17LAP inhibitors, primary screen, biochemical, fluorogenic H-Leu-NHMec substrate, 1536-well (AID 1619). recombinant M17LAP, H-Leu-NHMec fluorogenic kinetic assay; higher % means a stronger effect. inhibition, % at 30 µM; hits with a dose series show IC50 in µM. 220,000 tested, 0.38% active;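 active = compound inhibiting the enzyme by more than half at any dose during confirmatory dose-response retesting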;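 also: plate controls were full reaction with DMSO carrier for no effect and no enzyme background for full effect; strong numbers were not always called active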
Dynein transport: dynein cargo transport inhibition; 3617.4 mouse cells, GR-EGFP nuclear translocation imaging; test concentration mostly 20 µM; stimulated with dexamethasone, 1 µM; stronger effect = lower value; z-score, hits read low; 220,000 tested, 0.47% active; AID 1381;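 active = plate z-score of nuclear minus cytoplasmic receptor signal below a set negative limit, without overly bright fluorescence or cell loss, cut at about -3.5 in these data, passing the limit was not always enough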;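 also: z-score of nuclear minus cytoplasmic ring GR-EGFP intensity difference per well; some compounds called inactive have numbers as strong as hits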
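Schedule: 48 h induction, then 1 h compound, then 30 min agonist, 37 °C. Buffer or medium: tetracycline-free induction medium containing charcoal-stripped FBS. Reagent: 1.0 µM final dexamethasone stimulus. Evaluation: nuclear versus cytoplasmic GR-EGFP signal, averaged per well. Signal: high-content fluorescence imaging after fixation.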
WT yeast gro inh: growth inhibition of WT yeast, mitochondrial fusion screen | mitochondrial fusion phenotypic screen, WT strain | AID 1362 | inhibition, % at 10 µM | 190,000 tested, 2.1% active; in the data active = inhibition above about 58%; tested in S. cerevisiae
Autophagy HCS: alters autophagy in cells | 190,000 tested, 0.98% active | calls only at 10 µM (by protocol) | MEF GFP-LC3 puncta imaging; test concentration mostly 10 µM | AID 463193;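 active = percentage of spot-positive cells more than 3 SD above its plate mean, without a fluorescence outlier flag or 80% toxicity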;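 also: spot-positive cell cutoff set from DMSO-treated cells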
T cell modulator: modulates CD8 T cell binding to vesicles | AID 2052 | 2C CD8+ T cell-vesicle binding, flow cytometry; stronger effect = lower value | 330,000 tested, 0.068% active | calls only at 7 µM;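 active = response, share of CD8 T cells binding vesicles, and their 90th percentile fluorescence all below set limits, cut at about 80% in these data, passing the limit was not always enough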
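Material: murine 2C transgenic CD8+ T lymphocytes / Also added: QL9-peptide-loaded Drosophila micro-vesicles bearing Ld, ICAM-1 and B7-1 / Schedule: binding step 1.5 h, 37 °C, antibody labelling 20 min, ice / Signal: flow cytometry, PE anti-B7-1 (FL2) versus Alexa647 anti-CD8 (FL8), PFA-fixed / Evaluation: percent CD8+ FL2 mean versus row control / Benchmarks: naked versus QL9-loaded vesicles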
WT yeast gro inh mutant strain: recorded beside WT yeast gro inh, whose call it bears; inhibition, %; mitochondrial fusion phenotypic screen, mutant strain inhibition
Dynein transport cytoplasmic EGFP: further read-out of Dynein transport, marked with its call; z-score; measured here: cytoplasmic GR-EGFP intensity; stronger effect = higher value
Dynein transport nuclear GR-EGFP: recorded beside Dynein transport, whose call it bears; z-score; measured here: nuclear GR-EGFP intensity;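 lower value marks the stronger effect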
Dynein transport cell count: second read-out of Dynein transport, no call of its own (marks repeat the call); z-score; measured here: cell count per field
b-catenin transl cell count 5 µM: recorded beside b-catenin transl, whose call it bears; cell count; measured here: cell count, cytotoxicity flag
T cell modulator vesicle-bound %: recorded beside T cell modulator, whose call it bears; double positive events, %; measured here: CD8+ vesicle-bound cell fraction;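 binding gate set so that unloaded-vesicle control wells show 10% double positive cells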
MT stabilize HCS Hoechst-high %: further read-out of MT stabilize HCS, marked with its call; % Hoechst-high responders; measured here: nuclear condensation Hoechst responders;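 share of cells brighter than vehicle mean plus two SD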
MT stabilize HCS cytotoxicity %: second read-out of MT stabilize HCS, no call of its own (marks repeat the call); toxicity, %; measured here: cytotoxicity by cell density;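 0% = mean cell density of plate MIN control wells and 100% = no cells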
Autophagy HCS cell loss 18 h: second read-out of Autophagy HCS, no call of its own (marks repeat the call); toxicity, %; measured here: cell loss, nuclei count;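 cell loss after 18 h compound exposure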
* hit, by the source's call; i = inactive; · = not tested or not shown.

SMILES | P. falciparum M1AAP | b-catenin transl | b-catenin transl cell count 5 µM | MT stabilize HCS | MT stabilize HCS Hoechst-high % | MT stabilize HCS cytotoxicity % | Yfh1-off respiration | P. falciparum M17LAP | Dynein transport | Dynein transport cytoplasmic EGFP | Dynein transport nuclear GR-EGFP | Dynein transport cell count | WT yeast gro inh | WT yeast gro inh mutant strain | Autophagy HCS | Autophagy HCS cell loss 18 h | T cell modulator | T cell modulator vesicle-bound %
CCSc1nnc(-c2ccc(S(=O)(=O)N3CCOCC3)cc2)n1CC1CCCO1 (stereo unspecified) | 3% | -0.5 | 1133 | 1.7 | 1.7 | 9.1 | i | 5% | -0.54 | -0.17 | -0.14 | -0.03 | 7 | -6 | i | -2 | i | 46
CSc1scc2c1-c1nc(SCC(=O)C(C)(C)C)ncc1CC2 | -4% | -1.2 | 1128 | · | · | · | i | 3% | 0.4 | -0.25 | 0.21 | 0.59 | · | · | · | · | i | 42
CCOc1cccc(N2C(=O)CC(n3cnc4ccccc43)C2=O)c1 (stereo unspecified) | 10% | · | · | 1.5 | 2.2 | 12 | i | 10% | 0.24 | -0.13 | 0.85 | 0.59 | 10 | 2 | i | -6 | i | 53
COc1cc(C(=S)N2CCOCC2)ccc1O | 2% | -0.5 | 1105 | 0.9 | 1.8 | 3.1 | i | -1% | -0.35 | -0.35 | -0.12 | 1 | -4 | 0 | i | 28 | i | 38
CC(=O)c1c(C)[nH]c(=S)c(C#N)c1-c1ccc(F)cc1 | -1% | 2.1 | 1312 | · | · | · | i | 0% | 0.19 | -0.25 | 0.6 | 0.16 | · | · | · | · | i | 37
COC(=O)C(C)N=Cc1ccccc1 (stereo unspecified) | -4% | -1.6 | 1046 | 1.8 | 3.1 | 6.0 | i | 16% | -0.76 | 0.82 | -0.16 | 12 | -2 | -8 | i | 19 | i | 33
CC1=C(C#N)C(=O)OC(C)(C)C1 | 7% | -0.5 | 1110 | 5.5 | 2.2 | 8.4 | i | -1% | 0.27 | -0.062 | 0.87 | 0.017 | -15 | -12 | i | 5 | i | 11
Cc1c(C(=O)O)nn(-c2ccccc2)c(=O)c1C#N | -1% | · | · | 6.4 | 2.9 | 5.7 | i | -2% | -0.21 | -0.3 | 0.058 | 0.94 | 13 | 7 | i | 5 | i | 25
CC(=O)c1cc(-c2ccccc2)n(CCC(=O)NCc2cccs2)c1C | 3% | · | · | 3.3 | 2.1 | 11 | i | 7% | -0.25 | -0.15 | 0.5 | 2.2 | 4 | 16 | i | 3 | i | 59
O=C1CCCC(O)=C1C(C#Cc1ccccc1)C1=C(O)CCCC1=O | 7% | -0.5 | 1054 | 3.1 | 2.2 | 2.4 | i | -1% | -5.5* | 1* | -2.2* | 0.057* | 2 | 3 | i | -4 | i | 39
Cc1cc(C)n(-c2c(F)c(F)c(CN3CCCCC3)c(F)c2F)n1 | 1% | · | · | 2.4 | 4.1 | 2.3 | i | 1% | -0.52 | -0.27 | 0.39 | 0.23 | 15 | 2 | i | 5 | i | 36
O=C(COC(=O)c1ccc[n+]([O-])c1)Nc1c(Br)cc([N+](=O)[O-])cc1Br | 3% | -2.1 | 1139 | 5.0 | 1.8 | 7.6 | i | 3% | 0.38 | -0.34 | 0.47 | 0.19 | 19 | 12 | i | -4 | i | 56
O=C(Nc1ccc2oc(-c3ccccc3)nc2c1)c1ccncc1 | -3% | 1.0 | 740 | 2.0 | 1.5 | 9.5 | i | 4% | 2.7 | 0.58 | 1.3 | -1.3 | 7 | -12 | i | -1 | i | 32
Cc1cc(C)c2[nH]c(=O)c(C(c3nnnn3CC3CCCO3)N3CCC(C)CC3)cc2c1 (stereo unspecified) | 9% | 0.6 | 1169 | 3.8 | 2.5 | 6.9 | i | 2% | -0.45 | -0.21 | 0.59 | 0.28 | -14 | 5 | i | -5 | i | 48
Cc1cccn2c(=O)c(C=NCCO)c(Nc3ccc(Cl)cc3)nc12 | 4% | 1.3 | 1101 | 7.0 | 3.1 | 1.4 | i | 5% | 2.3 | -0.24 | 0.61 | -0.59 | -8 | -16 | i | 20 | i | 36
COc1ccc(C2=NN(Cc3c(F)cccc3Cl)C(=O)CC2)cc1 | -2% | -0.8 | 1091 | 1.4 | 2.5 | 15 | i | 1% | -1.6 | -0.27 | -0.21 | 1.4 | 14 | 24 | i | 4 | i | 57
COC(=O)CCS(=O)(=O)c1nc(-c2ccccc2)cc(C(F)(F)F)n1 | 8% | 2.2 | 1054 | 3.9 | 1.6 | 4.7 | i | 2% | -2.4 | 4.1 | -0.45 | -4.1 | 19 | 24 | i | 24 | i | 44
C=CCn1cnc2scc(-c3ccc(CC)cc3)c2c1=O | -1% | -2.2 | 1193 | 1.1 | 1.1 | 8.5 | i | -2% | -1.2 | 0.43 | -0.26 | 0.67 | 0 | 9 | i | -11 | i | 32
CCOC(=O)c1c(O)c2ccccc2n(CC)c1=O | 7% | -1.8 | 1117 | 3.7 | 2.5 | 7.4 | i | -1% | -0.2 | -0.26 | -0.16 | -0.73 | -3 | -23 | i | 5 | i | 20
N#Cc1ccc(-c2ccc(F)cc2)nc1Sc1ccccc1 | -2% | 5.0 | 1386 | 2.2 | 1.7 | 3.6 | i | 6% | 0.33 | -0.21 | 0.88 | -0.46 | 17 | -1 | i | 5 | i | 23
O=C(COC(=O)COc1cccc2ccccc12)NCC(F)(F)F | 3% | -2.6 | 1029 | 3.2 | 1.9 | 4.7 | i | 7% | -1.2 | -0.17 | -0.49 | 0.51 | 1 | 11 | i | 11 | i | 35
CSc1nc(-c2ccccc2)nc(NC(=O)c2ccccc2)c1C(C)=O | 6% | -0.8 | 1156 | 1.7 | 3.3 | 7.2 | i | -8% | -1 | -0.22 | -0.89 | 0.64 | 4 | -13 | i | 21 | i | 9
Cc1nn(-c2ccccc2)c2c1C(c1ccc(Cl)cc1)N(c1ccccc1)C(=O)N2 (stereo unspecified) | 5% | · | · | 3.4 | 2.8 | 8.5 | i | -12% | -0.021 | -0.3 | 0.033 | 0.12 | 54 | 9 | i | 5 | i | 63
COCCNC(=O)CN1CCC(NC(=O)Nc2ccc(C(F)(F)F)cc2)CC1 | 3% | 0.1 | 1095 | 1.8 | 2.7 | 18 | i | 8% | 0.087 | -0.11 | 0.77 | 1.7 | 13 | 14 | i | 2 | i | 20
Cc1ccc2c(Cl)cc(Cl)c(OCC(=O)NCCc3ccccn3)c2n1 | 4% | 6.5 | 1011 | 4.5 | 2.5 | 5.9 | i | 4% | -1.3 | -0.31 | -0.25 | 1.8 | 9 | 12 | i | 2 | i | 30
Cn1nc(C(F)(F)F)c(-c2cccc(C(F)(F)F)c2)c1NC(=O)c1nccnc1C(=O)O | -2% | -1.7 | 1365 | · | · | · | i | 25% | 1.4 | -0.24 | 1.3 | -0.27 | · | · | · | · | i | 49
CN(C)CCNC(=O)/C=N/O | 8% | -3.7 | 1062 | 3.2 | 2.5 | 5.5 | i | 11% | 0.024 | -0.28 | -0.1 | 0.59 | -42 | 3 | i | 4 | i | 48
COCCOC(=O)C1=C(C)OC(N)=C(C#N)C1c1ccc2c(c1)OCO2 (stereo unspecified) | 17% | -1.1 | 1149 | 2.0 | 2.9 | 19 | i | -19% | -1.1 | -0.22 | -0.2 | 1.6 | 5 | -24 | i | 0 | i | 54
Cc1ccc(NNC(=O)C(O)(c2cccc(C(F)(F)F)c2)c2cccc(C(F)(F)F)c2)cc1 | 0% | 0.2 | 578 | 2.9 | 1.5 | 6.4 | i | 6% | -0.78 | -0.25 | 0.16 | 0.98 | 83* | 11* | i | -4 | i | 48
CC(=O)Nc1ccc2nc(NC(=O)c3cccnc3)sc2c1 | 18% | 2.1 | 978 | 3.5 | 2.2 | 9.9 | i | 14% | -0.57 | -0.36 | -0.16 | 1.1 | -15 | -1 | i | -11 | i | 25
CCCCN(C)S(=O)(=O)c1c(C)[nH]c(=O)[nH]c1=O | 2% | -1.5 | 1198 | 2.1 | 1.2 | 2.4 | i | 12% | -0.37 | -0.12 | 0.22 | -0.18 | 19 | -9 | i | -8 | i | 18
O=[N+]([O-])c1cccc(N2Cc3ccccc3C2)c1 | 1% | -0.2 | 860 | 2.5 | 1.9 | 1.9 | i | -3% | -0.31 | 0.84 | 0.031 | 0.01 | -4 | -2 | i | 51 | i | 30

A run of entries from further up, as a working copy:
SMILES | P. falciparum M1AAP | b-catenin transl | b-catenin transl cell count 5 µM | MT stabilize HCS | MT stabilize HCS Hoechst-high % | MT stabilize HCS cytotoxicity % | Yfh1-off respiration | P. falciparum M17LAP | Dynein transport | Dynein transport cytoplasmic EGFP | Dynein transport nuclear GR-EGFP | Dynein transport cell count | WT yeast gro inh | WT yeast gro inh mutant strain | Autophagy HCS | Autophagy HCS cell loss 18 h | T cell modulator | T cell modulator vesicle-bound %
CCCCN(C)S(=O)(=O)c1c(C)[nH]c(=O)[nH]c1=O | 2% | -1.5 | 1198 | 2.1 | 1.2 | 2.4 | i | 12% | -0.37 | -0.12 | 0.22 | -0.18 | 19 | -9 | i | -8 | i | 18
O=[N+]([O-])c1cccc(N2Cc3ccccc3C2)c1 | 1% | -0.2 | 860 | 2.5 | 1.9 | 1.9 | i | -3% | -0.31 | 0.84 | 0.031 | 0.01 | -4 | -2 | i | 51 | i | 30
